# V-ATPase pH: alters yeast V-ATPase proton transport. S. cerevisiae, pHLuorin cytosolic pH fluorescence. response, % at 10 µM. hit rate 0.37% among 350,000; in the data active = response mostly above about 7.3%, no sharp cut-off; inactive = mostly below about 5.4%; also: actives read high; inactives centre near 0; some compounds called inactive have numbers as strong as hits; reference of the scale not given here
# Arr AP2 block: human beta-arrestin and AP2 interaction inhibition; inhibition, % at 10 µM; FITC-arrestin peptide / GST-AP2 beads, flow cytometry; AP2 beta2 appendage carries R879A mutation; hit rate 0.31% among 340,000;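 active = inhibition above a set limit, near 3 SD of compounds lacking own fluorescence, cut at about 54% in these data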;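 also: plate controls were DMSO wells for no effect and 5 µM unlabelled arrestin peptide for full effect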
#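 test system = AP2 appendage R879A on GSH beads | buffer or medium = PBS plus Tween 20 (0.05%) and BSA (0.1%) | incubation = 12 min plus 1 h, RT | detection = bead flow cytometry, FITC channel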
# MOR-DOR inv ag: inverse agonist of human OPRM1-OPRD1 heterodimerization; inhibition, % at 9.3 µM; cell-based MOR-DOR heterodimer luminescence, inverse agonism; hit rate 0.21% among 340,000; AID 504357; in the data active = inhibition above about 22%, passing the limit was not always enough;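 also: 0% = cells with DMSO and 100% = wells without cells with DMSO; values of inactives mirror those of a sister screen read the other way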
# DSG3 Ab inh: inhibitors of pemphigus antibody binding to human desmoglein-3; hit rate 0.48% among 310,000; DSG3-coupled beads, scFv-anti-DSG3-GFP binding, flow cytometry; stronger effect = lower value; binding (percent of control), % at 10 µM;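 active = binding more than 3 SD below its plate's average and above zero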; also: some compounds called inactive have numbers as strong as hits
# Target sequence (P32926 whole entry, looked up): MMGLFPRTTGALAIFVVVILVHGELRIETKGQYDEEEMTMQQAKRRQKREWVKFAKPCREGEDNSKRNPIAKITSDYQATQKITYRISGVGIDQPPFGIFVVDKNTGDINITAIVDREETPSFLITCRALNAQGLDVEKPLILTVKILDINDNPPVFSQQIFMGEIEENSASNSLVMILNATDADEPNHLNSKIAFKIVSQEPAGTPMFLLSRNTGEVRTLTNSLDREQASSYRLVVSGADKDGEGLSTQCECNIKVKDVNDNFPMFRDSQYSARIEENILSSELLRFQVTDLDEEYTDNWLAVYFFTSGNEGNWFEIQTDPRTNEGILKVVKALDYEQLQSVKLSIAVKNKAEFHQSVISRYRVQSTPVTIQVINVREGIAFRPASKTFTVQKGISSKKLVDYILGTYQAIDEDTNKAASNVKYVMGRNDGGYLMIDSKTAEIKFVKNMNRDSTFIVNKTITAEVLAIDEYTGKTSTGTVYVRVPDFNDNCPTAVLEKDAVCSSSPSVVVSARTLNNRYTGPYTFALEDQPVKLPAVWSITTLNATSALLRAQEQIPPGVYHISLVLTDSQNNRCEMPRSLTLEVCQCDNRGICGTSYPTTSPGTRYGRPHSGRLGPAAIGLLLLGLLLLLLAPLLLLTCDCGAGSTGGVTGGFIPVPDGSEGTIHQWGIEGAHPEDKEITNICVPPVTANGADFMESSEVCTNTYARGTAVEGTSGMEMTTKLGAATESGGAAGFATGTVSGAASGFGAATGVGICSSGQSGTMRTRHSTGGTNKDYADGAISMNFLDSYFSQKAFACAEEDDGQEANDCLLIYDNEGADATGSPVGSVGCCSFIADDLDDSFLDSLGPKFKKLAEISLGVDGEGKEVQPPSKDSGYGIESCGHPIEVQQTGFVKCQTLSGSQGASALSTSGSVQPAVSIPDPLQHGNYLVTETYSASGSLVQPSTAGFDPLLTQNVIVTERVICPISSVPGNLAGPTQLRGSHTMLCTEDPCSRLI
# C-LANA FP: blocks KSHV LANA C-terminal domain binding to DNA. MBP-C-LANA/FAM-LBS DNA binding, fluorescence polarization. inhibition, % at 9 µM. hit rate 0.078% among 340,000;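 active = highest replicate inhibition at or above 60% at 9 µM, even if other replicates fall short; inactive = all replicates below 60% inhibition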;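 also: 0% = neutral control wells and 100% = 4 µM acridine orange control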
# MOR-DOR ag: OPRM1-OPRD1 heterodimerization agonism. P35372+P41143. cells, luminescence. activation, % at 9.3 µM. hit rate 0.3% among 340,000. AID 504326; in the data active = activation above about 18%;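 also: 0% = vehicle-treated cells and 100% = reference agonist; values of inactives mirror those of a sister screen read the other way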
# RTF Ca sens inh: cardiac RTF calcium desensitization; P19429+P45379; IANBD-labeled cardiac RTF, Ca2+ fluorescence; inhibition, % at 7.15 µM; hit rate 0.12% among 340,000; AID 493244;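 active = inhibition above the mean inhibition of all tested compounds plus 3 SD, cut at about 17% in these data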;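 also: assay run at fixed EC70 calcium of 1.6 mM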
# RTF Ca sens act: cardiac RTF calcium sensitization | P19429+P45379 | IANBD-labeled TnC RTF fluorescence at EC20 calcium; 0% EC20 calcium, 100% full calcium | activation, % at 7.2 µM | hit rate 0.24% among 340,000;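 active = activation above the mean over all tested compounds plus 3 SD, cut at about 30% in these data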;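 also: rise in fluorescence read as greater calcium sensitivity of cardiac thin filaments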
# Keap1 Nrf2 FP: Keap1-Nrf2 (human) interaction inhibition. inhibition, % at 9.4 µM. Q14145. hit rate 0.15% among 340,000. Keap1 Kelch-Nrf2 peptide fluorescence polarization, 1536-well; in the data active = inhibition above about 12%;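 also: human Keap1 Kelch domain with fluorescein labeled Nrf2 9mer peptide probe; 0% = neutral control wells and 100% = peptide positive control; higher means more block of Keap1 binding to Nrf2 peptide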
# Wnt act: activators of Wnt/beta-catenin signaling | Wnt/beta-catenin reporter cell assay, activator, plate reader | activation, % at 9.35 µM | hit rate 1.2% among 300,000; in the data active = activation above about 30%, passing the limit was not always enough;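 also: 0% = neutral control wells and 100% = positive control wells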
# Active calls of the source: *; nt = no result given.
SMILES,V-ATPase pH,Arr AP2 block,MOR-DOR inv ag,DSG3 Ab inh,C-LANA FP,MOR-DOR ag,RTF Ca sens inh,RTF Ca sens act,Keap1 Nrf2 FP,Wnt act
C[C@]12CCC3C(CC[C@H]4C[C@H](N)CC[C@]34C)C1CC[C@H]2O (stereo partly specified),1,37,21,110,0.4,-4.6,0,4,-1,-2
O=C(O)Cc1cnc[nH]1,3,2,8,117,0.1,-1.4,6,-5,-6,-5
COC(=O)C1=C(c2ccc(C(C)=O)cc2)C[C@@H]2CC[C@H]1N2C(=O)N1CCCC1,-2,-5,17,112,1.3,-3.0,-11,-4,-7,-1
COc1cc(/C=C/[N+](=O)[O-])ccc1O,-4,41,-7,100,1.8,1.2,-7,-5,-1,20
CNC(=S)N(C)CCc1cc2c(c(OC)c1/C=C1/C(=O)NC(=O)N(C)C1=O)OCO2,0,-12,3,nt,-1.2,-0.5,-6,-3,1,0
NCCc1c[nH]c2ccc(OCc3ccccc3)cc12,-3,42,0,nt,-0.1,0.1,3,2,-1,1
CCC(=NCc1cc(OC)cc(OC)c1)c1c(O)n(C2CCCCC2)c(=O)[nH]c1=O,0,-9,8,105,3.5,-1.6,-5,6,-7,-5
CCN(CC)c1nc2c(C)cccn2c(=O)c1C=C1C(=O)NC(=O)NC1=O,4,35,15,104,-3.8,-3.0,-3,-7,-5,-2
CC(=NCc1ccc(F)cc1)c1c(O)n(C)c(=O)n(C)c1=O,-1,-8,9,90,0.5,-1.9,3,6,-3,nt
CCC(=NCCc1c[nH]c2ccccc12)c1c(O)n(C)c(=O)n(C)c1=O,6,-4,-7,111,-1.4,1.4,-7,-5,3,-3
O=C(COC(=O)Cc1ccccc1)Nc1cc(S(=O)(=O)N2CCCCC2)ccc1Cl,0,4,11,101,-0.8,-1.8,-1,-4,1,6
CC(=O)NC(Cc1ccc(N(CCCl)CCCl)cc1)C(=O)NC(CC(C)C)C(=O)O (stereo unspecified),-4,9,2,112,-0.1,-0.3,-1,3,-1,0
N[C@@H]1CC[C@@]2(O)[C@H]3Cc4ccc(O)c5c4[C@@]2(CCN3CC2CC2)C1O5 (stereo partly specified),0,16,-10,102,-2.0,2.5,-7,0,0,-1
O=NN1CCCCC1,-2,-4,12,104,-0.3,-2.2,-3,0,1,-1
NCCc1nc2ccccc2s1,-1,4,-1,106,0.1,0.1,-3,-2,3,0

# 2 compounds from above, limited to Arr AP2 block, V-ATPase pH and MOR-DOR inv ag:
Molecule | Arr AP2 block | V-ATPase pH | MOR-DOR inv ag
COc1cc(/C=C/[N+](=O)[O-])ccc1O | 41 | -4 | -7
CNC(=S)N(C)CCc1cc2c(c(OC)c1/C=C1/C(=O)NC(=O)N(C)C1=O)OCO2 | -12 | 0 | 3

# The list continues:
SMILES,V-ATPase pH,Arr AP2 block,MOR-DOR inv ag,DSG3 Ab inh,C-LANA FP,MOR-DOR ag,RTF Ca sens inh,RTF Ca sens act,Keap1 Nrf2 FP,Wnt act
Cc1[nH]c2ccc(OC(F)(F)F)cc2c1CCNCc1cccc([N+](=O)[O-])c1,2,-5,-29,92,1.2,5.3,1,1,0,-4
Oc1ccc2ccccc2c1CN1CC=C(c2ccccc2)CC1,4,-8,8,97,0.8,-1.6,-2,6,1,-2
O=[N+]([O-])c1cccc(NP(=O)(N2CC2)N2CC2)c1,-1,-4,17,110,3.5,-3.4,-1,1,-3,-6
COCCNC(=O)Cn1cc(/C=C2\C(=O)NC(=O)N(c3cccc(C)c3C)C2=O)c2ccccc21,-34,12,14,113,53,-3.1,-10,3,20*,0
C=C1C2C[C@H](O)C(C)(C)[C@@]2(O)[C@H](O)C[C@]23C[C@@](C)(O)[C@H](CC[C@H]12)[C@H]3OC(C)=O (stereo partly specified),-3,30,10,103,-0.6,-1.9,1,-6,0,0
CC1CN1P(=O)(Oc1ccc2ccccc2c1)N1CC1C (stereo unspecified),1,-13,10,93,-0.9,-2.0,3,-5,0,-3
COC(=O)C1=C(c2cccc(OCc3ccccc3)c2)C[C@@H]2CC[C@H]1N2C(=O)NCc1ccc(F)cc1,-3,-6,13,nt,0.2,-2.2,3,2,2,-2
CCOc1ccc(N=Cc2c(O)n(C(C)(C)C)c(=O)[nH]c2=O)cc1,-3,-15,-20,105,1.7,4.4,0,-1,4,nt

# Among those listed so far, these have an NH in an aromatic ring:
SMILES,V-ATPase pH,Arr AP2 block,MOR-DOR inv ag,DSG3 Ab inh,C-LANA FP,MOR-DOR ag,RTF Ca sens inh,RTF Ca sens act,Keap1 Nrf2 FP,Wnt act
O=C(O)Cc1cnc[nH]1,3,2,8,117,0.1,-1.4,6,-5,-6,-5
NCCc1c[nH]c2ccc(OCc3ccccc3)cc12,-3,42,0,nt,-0.1,0.1,3,2,-1,1
CCC(=NCc1cc(OC)cc(OC)c1)c1c(O)n(C2CCCCC2)c(=O)[nH]c1=O,0,-9,8,105,3.5,-1.6,-5,6,-7,-5
CCC(=NCCc1c[nH]c2ccccc12)c1c(O)n(C)c(=O)n(C)c1=O,6,-4,-7,111,-1.4,1.4,-7,-5,3,-3
Cc1[nH]c2ccc(OC(F)(F)F)cc2c1CCNCc1cccc([N+](=O)[O-])c1,2,-5,-29,92,1.2,5.3,1,1,0,-4
CCOc1ccc(N=Cc2c(O)n(C(C)(C)C)c(=O)[nH]c2=O)cc1,-3,-15,-20,105,1.7,4.4,0,-1,4,nt

# Bioassay records as filed in PubChem.

# A portion of the library. The share of hits here may be higher or lower than overall.
